From PubChem
AmpC inh no detg = AmpC beta-lactamase inhibition without detergent; AmpC nitrocefin hydrolysis, absorbance 480 nm, 0.0001% Triton; AID 485341; Potency, µM (series often up to 57.1 µM), for the others: at the highest dose activity change, negative = inhibition, most hits filed as inhibitors; P00811; actives 0.52% (n = 330,000);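 also: potency is read from the fitted curve at half-maximal effect; plate controls were no compound for no effect and no enzyme for full effect; nearly all actives have a fitted effect of over 20% in size; some results filed as inactive show a strong effect at the top dose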
Target sequence (P00811 whole entry, looked up): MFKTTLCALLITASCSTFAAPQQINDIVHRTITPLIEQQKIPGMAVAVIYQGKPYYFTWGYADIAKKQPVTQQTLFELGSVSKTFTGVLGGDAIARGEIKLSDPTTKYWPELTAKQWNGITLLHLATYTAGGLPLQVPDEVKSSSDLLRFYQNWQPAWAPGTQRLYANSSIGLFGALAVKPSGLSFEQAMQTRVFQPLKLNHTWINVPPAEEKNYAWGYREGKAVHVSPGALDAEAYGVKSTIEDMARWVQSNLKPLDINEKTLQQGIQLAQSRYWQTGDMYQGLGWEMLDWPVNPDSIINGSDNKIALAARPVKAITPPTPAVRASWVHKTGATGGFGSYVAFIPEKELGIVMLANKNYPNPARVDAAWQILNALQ
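AmpC (5.3 nM in the dispensed reagent) in 20 mM phosphate pH 7.0 with 0.01% (detergent screen) or 0.0001% Triton X-100 was preincubated with compounds for 15 min at room temperature. Nitrocefin was then added from an 800 uM solution, and hydrolysis was followed at 480 nm.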
TbPYK inhibitor = inhibitors of Trypanosoma brucei pyruvate kinase; Q57TT1; TbPYK enzyme, Kinase-Glo Plus ATP luminescence, 45 min; Potency, µM (doses to about 76.8 µM), without a hit: at the highest dose activity, negative = inhibition, hits mostly inhibitors; actives 0.12% (n = 410,000); also: potency is read from the fitted curve at half-maximal effect; nearly all actives have a fitted effect of over 50% in size
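Activity of T. brucei pyruvate kinase was followed by Kinase-Glo Plus luminescence after the enzyme reacted 45 min at room temperature with 130 uM ADP (final) and substrate. Test compounds were added before ADP at multiple concentrations.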
LmPK inhibitor = LmPK (Leishmania mexicana) enzyme inhibition; purified LmPK, Kinase-Glo ATP luminescence, 1 h; Potency, µM (highest dose often 57.5 µM), without a hit: at the top dose activity change, negative = inhibition, most hits filed as inhibitors; actives 0.37% (n = 290,000); AID 1721; also: potency is read from the fitted curve at half-maximal effect
Target sequence (Q27686 whole entry, looked up): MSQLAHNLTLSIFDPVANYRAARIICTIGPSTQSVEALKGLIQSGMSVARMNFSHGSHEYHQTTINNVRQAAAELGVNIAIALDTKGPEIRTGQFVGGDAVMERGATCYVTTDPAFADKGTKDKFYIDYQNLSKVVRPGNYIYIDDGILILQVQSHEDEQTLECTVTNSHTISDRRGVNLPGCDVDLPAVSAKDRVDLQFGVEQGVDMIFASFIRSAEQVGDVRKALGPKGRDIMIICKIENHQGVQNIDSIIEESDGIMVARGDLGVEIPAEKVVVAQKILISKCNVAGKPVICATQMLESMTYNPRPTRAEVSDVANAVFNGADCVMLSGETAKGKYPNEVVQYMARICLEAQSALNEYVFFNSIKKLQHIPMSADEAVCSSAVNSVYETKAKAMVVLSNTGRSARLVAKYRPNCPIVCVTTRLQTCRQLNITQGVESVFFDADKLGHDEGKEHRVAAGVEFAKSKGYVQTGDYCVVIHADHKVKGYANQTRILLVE
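Pyruvate kinase activity monitored as ATP production (luciferase luminescence). Conditions: 0.1 nM enzyme, 0.5 mM PEP, 0.1 mM ADP, 1 h, RT; normalized against uninhibited and no-enzyme wells.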
AmpC inh detg = AmpC beta-lactamase inhibition with detergent present. P00811. AmpC hydrolysis of nitrocefin, absorbance 480 nm, 0.01% Triton. Potency, µM (doses to about 114 µM), for the others: at the highest dose activity change, negative = inhibition, hits mostly inhibitors. actives 0.041% (n = 370,000);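 also: potency is read from the fitted curve at half-maximal effect; 0% = no-compound wells and -100% = no-enzyme wells; nearly all actives have a fitted effect of over 25% in size; some results filed as inactive show a strong effect at the top dose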
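AmpC (5.3 nM in the dispensed reagent) in 20 mM phosphate pH 7.0 with 0.01% (detergent screen) or 0.0001% Triton X-100 was preincubated with compounds for 15 min at room temperature. Nitrocefin was then added from an 800 uM solution, and hydrolysis was followed at 480 nm.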
AMA1 RON2 block = AMA1-RON2 (P. falciparum) interaction inhibition; actives 0.2% (n = 360,000); Potency, µM (top dose mostly 58.2 µM), inactives show at the highest dose activity change, negative = inhibition, most hits filed as inhibitors; AlphaScreen AMA1-biotinylated RON2 peptide binding;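 also: potency is read from the fitted curve at half-maximal effect; 0% = vehicle wells and -100% = peptide control; nearly all actives have a fitted effect of over 45% in size; some results filed as inactive show a strong effect at the top dose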
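AMA1 (3D7) with his tag at 25 nM final met compounds first, then biotinylated RON2 peptide at 25 nM; detection used donor plus acceptor beads, 10 µg/mL apiece, read by AlphaScreen after 30 min at room temperature.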
HCMV inh = human cytomegalovirus inhibition; AID 1259415; actives 4.5% (n = 410,000); activity change, negative = inhibition, % at 57.5 µM; HFF cells, HCMV-luciferase reporter, 72 h; active compounds read low; in the data active = activity change below about -60%; inconclusive = no clear call, values can overlap the other calls; inactive = above about -39%
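Two compound doses tested in HFFs infected with HCMV-luciferase, MOI 1 PFU/cell, 72 h at 37C. Lysate luminescence read with OneGlo; data normalized against buffer-only and 10uM Salinomycin inhibitor controls.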
HCV inhibitor = inhibitors of hepatitis C virus infection | Huh7.5.1 HCVcc-Cre infection, luciferase reporter, 44 h | Potency, µM (series often up to 41.8 µM), inactives show at the highest dose activity change, negative = inhibition, usual class: inhibitors | actives 3.4% (n = 340,000) | AID 651820; also: potency is read from the fitted curve at half-maximal effect
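A cell-based infection assay in which seeded cells (1,000 per well) receive test compound after 4 h, are inoculated with HCVcc-Cre at approximately 0.5 moi, and are incubated 44 h before luminescence detection.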
Numbers without * were called inactive; ? = inconclusive; . = no result given; & = joins results of further samples; [ ] = dose if it differs, or a comment. Unless noted, calls follow the shape of the dose curve; as a rule, active = well fitted curve in the direction sought with a large enough effect; inconclusive = small, poorly fitted or top-dose-only effect, or another doubt; inactive = no such curve, though single readings can be large; an effect the other way counts as inactive or inconclusive. Unless noted, % is scaled to controls: 0 for no effect and ±100 for the full control effect.

Compound	AmpC inh no detg	TbPYK inhibitor	LmPK inhibitor	AmpC inh detg	AMA1 RON2 block	HCMV inh	HCV inhibitor
O=C(NCCN1CCOCC1)c1cc(-c2ccccc2Cl)nc2ccccc12	31%	-9%	-7%	5%	-2%	42	29%
CC(NC(=O)COc1ccccc1-c1ccccc1)c1ccccc1 (configuration not stated)	0%	-1%	-1%	3%	2%	-69*	-8%
Cc1ccccc1C(=O)N1CCC(C(=O)Nc2ccc(S(=O)(=O)N3CCCC3)cc2)CC1	92%[activator]	-23%	0%	?	-5%	-27	-11%&-3%
C[C@]12C(=O)N(c3ccc(F)cc3)C(=O)N1[C@H]1c3ccccc3OC[C@@H]1[C@H]2c1ccccc1	-15%	-1%	.	.	-2%	16	23%
Cc1ccsc1C(=O)Nc1cccc(S(=O)(=O)N(C)C)c1	-12%	1%	1%	-1%	2%	-16	8%
COC(=O)C1=C(c2ccc(OC)c(OC)c2)C[C@@H]2CC[C@H]1N2C(=O)N1CCc2cc(OC)c(OC)cc2C1	219%[activator]	9%	.	5%	-4%	-6	13%
CC(C)[C@H](NC(=O)OCc1ccccc1)C(=O)OCC(=O)NC1(C#N)CCCC1	0%	7%	5%	5%	-3%	?	10%
CC(=O)Nc1ccc(NC(=O)CCC(=O)OCC(=O)c2ccc(F)cc2)cc1	-7%	-1%	-9%	0%	-1%	-30	27%
Cc1cc2cc3c(cc2nc1SCC(=O)N1CCN(C(=O)c2ccco2)CC1)OCO3	74%[activator]	-1%	-2%	1%	-10%	12	?
Cc1[nH]c2ccccc2c1C(=O)C(=O)NCCCn1ccnc1	-12%	-2%	-1%	-3%	12%	-22	7%
O=C1c2ccccc2C(c2nnnn2-c2ccc3c(c2)OCCO3)N1Cc1cccs1 (configuration not stated)	.	-2%	.	.	1%	-11	.
O=C(O)CCC(=O)Nc1ccccc1C(=O)NCc1ccco1	-21%	-1%	1%	1%	8%	44	1%
O=C(CCS(=O)(=O)c1cccc2nsnc12)N1CCN(C(=O)c2ccco2)CC1	-1%	-4%	2%	1%	-1%	28	14%&12%
CCN(CC)C(=O)CSc1n[nH]c(=S)n1N	-8%	6%	-2%	-1%	77%[activator]	-14	-9%
COc1ccc(-n2ncc(C(=O)N3CCOCC3)c2C2CCN(C(=O)OC(C)(C)C)CC2)cc1	.	2%[15.4 µM]	.	7%	.	0	.
O=C(COc1ccccc1[N+](=O)[O-])N/N=C/c1ccncc1	-21%	-3%	0%	?	4%	?	-6%
Cc1ccc2occ(CC(=O)Nc3nnc(C(C)C)s3)c2c1	.	3%	.	10%	.	2	.
Cc1ccc(S(=O)(=O)NNc2nc3ccccc3nc2C(F)(F)F)cc1	-41%	-23%	2%	3%	-28%	11	-21%
O=C(CCS(=O)(=O)c1ccccc1Cl)NCCC1=CCCCC1	-4%	-4%	-2%	-2%	19%	51	18%
COc1cccc(CNC(=O)CSCC(=O)Nc2cc(C)on2)c1	-11%	0%	.	-9%	23%	10	14%
CCc1nc2ccc(C(=O)NCCc3ccc(OC)c(OC)c3)cc2nc1CC	122%[activator]	-2%&-5%	12%	-12%&7%	3%	-21&13	?
COCC(C)n1c(C)cc(C(=O)COC(=O)c2ccc3ncsc3c2)c1C (configuration not stated)	41%	-1%	9%	-8%	-17%	-37	-16%
CCc1nnc(NC(=O)[C@@H](NC(=O)c2ccc(C(C)(C)C)cc2)C(C)C)s1	28%	6%	6%	-6%	-2%[11.6 µM]	42	-3%
Cc1cc([N+](=O)[O-])c(=O)[nH]c1C	.	-2%	.	.	15%	29	21%
CCN(CC)CCNC(=O)C(C)c1nn(CC)c(=O)c2ccccc12 (configuration not stated)	-10%	-5%	-1%	-15%	2%	27	13%
O=C(NCc1nc2ccccc2[nH]1)C1=C[C@H](c2coc3ccccc3c2=O)C[C@H](OCCCCO)O1	.	1%	.	.	64%[activator]	-34	2%
Cc1cnc(NC(=O)CCCc2nc3ccccc3s2)s1	-8%	-24%	10%	7%	-3%	-101*	2.8µM*
CCCCN1CC(=O)N2Cc3[nH]c4ccccc4c3C[C@H]2C1=O	18%	2%	3%	-3%	12%	-19	5%
COc1ccc(S(=O)(=O)N(C)C2CCS(=O)(=O)C2)cc1OC (configuration not stated)	-13%	0%	-12%	2%	0%	23	?
CC1(C)CC(=O)C(/C=N/n2cnc3ccccc3c2=O)=C(O)C1	-23%	-7%	-20%	?	72%[activator]	14	18%

Some of the entries above in another layout.
Values run as follows: AmpC inh no detg	TbPYK inhibitor	LmPK inhibitor	AmpC inh detg	AMA1 RON2 block	HCMV inh	HCV inhibitor
> COCC(C)n1c(C)cc(C(=O)COC(=O)c2ccc3ncsc3c2)c1C (configuration not stated)
    41%	-1%	9%	-8%	-17%	-37	-16%
> O=C(NCCN1CCOCC1)c1cc(-c2ccccc2Cl)nc2ccccc12
    31%	-9%	-7%	5%	-2%	42	29%
> O=C(NCc1nc2ccccc2[nH]1)C1=C[C@H](c2coc3ccccc3c2=O)C[C@H](OCCCCO)O1
    .	1%	.	.	64%[activator]	-34	2%
> CC1(C)CC(=O)C(/C=N/n2cnc3ccccc3c2=O)=C(O)C1
    -23%	-7%	-20%	?	72%[activator]	14	18%
> COc1ccc(-n2ncc(C(=O)N3CCOCC3)c2C2CCN(C(=O)OC(C)(C)C)CC2)cc1
    .	2%[15.4 µM]	.	7%	.	0	.

Further compounds follow:
Compound	AmpC inh no detg	TbPYK inhibitor	LmPK inhibitor	AmpC inh detg	AMA1 RON2 block	HCMV inh	HCV inhibitor
COC(=O)c1sc(=S)n(-c2ccccc2OC)c1N	-17%	0%	-11%	10%	1%	-4	-12%
Cc1cccc(OCC(O)Cn2c(NCc3cccnc3)nc3c2c(=O)[nH]c(=O)n3C)c1 (configuration not stated)	68%[activator]	11%	-2%	-16%	-3%	42	-8%
CCOC(=O)c1ccccc1NC(=O)/C=C/c1cc(OC)c(OC)c(OC)c1	-10%	-5%	8%	-13%	-4%	51	-22%
Cc1ccc(OC(=O)CCC(=O)Nc2ccc(C(N)=O)cc2)cc1	.	1%	.	.	-8%	18	13%
O=C1c2ccccc2C(=O)N1c1ccc(Br)c2cccnc12	-14%	1%	0%	0%	-4%	32	13%
S=C(NCCc1ccccc1)Nc1ccc(Nc2ccccc2)cc1	-2%	-4%	8%	2%	-23%	-27	11µM*
CN(C(=O)c1ccncc1)C1CCCCC1	-1%	-2%	-1%	-6%	-2%	11	5%
CCC(C)C(=O)N1c2ccccc2C(=C2SC(C(=O)OC)=C(C(=O)OC)S2)C(=S)C1(C)C (configuration not stated)	-22%	-11%	-2%	-3%	-6%	-25	?
Cc1ccc2onc(CC(=O)N(C)c3ccccc3)c2c1	.	0%	.	12%	.	-5	.
CCOc1ccc(OCC)c(S(=O)(=O)NC2CC(C)(C)NC(C)(C)C2)c1	-24%	4%	-7%	-5%	5%	-16	14%
Clc1ncccc1-c1nc2ccccc2s1	-27%	3%	4%	2%	9%	-19	?
O=C(c1sc(N2CCOCC2)nc1-c1ccccc1)N1CCCCC1	19%	-2%	0%	2%	-10%[11.6 µM]	-39	12%
Cc1ccc(C)c(Oc2nc3c(c(=O)n(C)c(=O)n3C)n2Cc2ccccc2)c1	.	2%	.	-4%	.	25	.
CCOC(=O)Cc1csc(SCC(=O)/C(C#N)=C(\C)N)n1	-18%	-2%	0%	-12%	-9%	-11	1%
COc1ccc(N(CC(=O)NCc2ccc(Cl)cc2)S(=O)(=O)c2c(C)n[nH]c2C)cc1	69%[activator]	0%	-1%	-2%	-9%	?	-22%
CCc1c(C)nc2nncn2c1Nc1ccc(C)c(F)c1	.	-1%	.	15%	.	0	.
Clc1ccc(OCc2nc(-c3ccncc3)no2)cc1	7%	5%	-5%	?	-8%	6	?
CCOC(=O)C1CCCN(Cc2nc(N)nc(Nc3ccccc3OC)n2)C1 (configuration not stated)	-17%	-3%	1%	?	33%[activator]	-4	4%
CN1CCN(C(=O)c2ccc3c(c2)S(=O)(=O)c2ccccc2C3=O)CC1	-23%	2%	-6%	0%	5%	-62*	-18%[8.37 µM]
CC(C)(C)c1ccc(S(=O)(=O)NCC(=O)N2CCN(Cc3ccccc3)CC2)cc1	157%[activator]	-7%	1%	?	-3%	?	1%
CCCN1CCC2(CC1)NC(CO)(CO)CO2	-7%	-6%	1%	?	6%	-9	-9%
Cc1ccc(Nc2nc(C)nc(N)c2S(=O)(=O)c2ccccc2)cc1	.	4%	.	-1%	.	-2	.
COc1cccc(NC(=S)NC(=O)/C=C/c2ccco2)c1	-42%	-13%	12%	1%	1%	116	?

Structures listed so far with an NH in an aromatic ring (7):
Compound	AmpC inh no detg	TbPYK inhibitor	LmPK inhibitor	AmpC inh detg	AMA1 RON2 block	HCMV inh	HCV inhibitor
Cc1[nH]c2ccccc2c1C(=O)C(=O)NCCCn1ccnc1	-12%	-2%	-1%	-3%	12%	-22	7%
CCN(CC)C(=O)CSc1n[nH]c(=S)n1N	-8%	6%	-2%	-1%	77%[activator]	-14	-9%
Cc1cc([N+](=O)[O-])c(=O)[nH]c1C	.	-2%	.	.	15%	29	21%
O=C(NCc1nc2ccccc2[nH]1)C1=C[C@H](c2coc3ccccc3c2=O)C[C@H](OCCCCO)O1	.	1%	.	.	64%[activator]	-34	2%
CCCCN1CC(=O)N2Cc3[nH]c4ccccc4c3C[C@H]2C1=O	18%	2%	3%	-3%	12%	-19	5%
Cc1cccc(OCC(O)Cn2c(NCc3cccnc3)nc3c2c(=O)[nH]c(=O)n3C)c1 (configuration not stated)	68%[activator]	11%	-2%	-16%	-3%	42	-8%
COc1ccc(N(CC(=O)NCc2ccc(Cl)cc2)S(=O)(=O)c2c(C)n[nH]c2C)cc1	69%[activator]	0%	-1%	-2%	-9%	?	-22%
